Source: PubChem BioAssay
UBC13 polyUb: blocks human UBC13 polyubiquitin chain formation. actives 0.47% (n = 330,000). inhibition, % at 20 µM. TR-FRET; in the data active means inhibition above about 45%, passing the limit was not always enough; inconclusive means no clear call, values can overlap the other calls
Target sequence (P61088 whole entry, looked up): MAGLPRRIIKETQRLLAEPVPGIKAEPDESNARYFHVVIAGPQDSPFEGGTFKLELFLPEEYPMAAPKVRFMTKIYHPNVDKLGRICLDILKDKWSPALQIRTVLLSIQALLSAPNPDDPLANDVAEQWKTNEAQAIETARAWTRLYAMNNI
697 NFkB inh: inhibitors of the PMA/ionomycin-induced NF-kB reporter in 697 B cells. 697 B-cell NF-kB luciferase reporter, 16 h. inhibition, % at 4 µM. actives 0.33% (n = 330,000). AID 435022; in the data active means inhibition above about 35%
Apaf1 inhib: blocks human Apaf-1 apoptosome activity; O14727; reconstituted apoptosome caspase-3 activity, DEVD-Rh110 fluorescence; inhibition, % at 20 µM; actives 0.71% (n = 330,000); active means inhibition of at least 40% at 20 µM;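 further: plate controls were DMSO wells for no effect and DEVD-CHO caspase inhibitor wells for full effect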
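Material: reconstituted apoptosome with Apaf-1, cytochrome c, caspase-9, procaspase-3, dATP. Technique: Rh110 fluorescence intensity. Buffer or medium: pH 7.5 Hepes buffer with CHAPS, BSA, DTT. Times: 30 min plus 50 min, RT.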
SENP8 block: inhibitors of human SENP8 protease; Q96LD8; purified SENP8, Z-RLRGG-aminoluciferin cleavage, luminescence; inhibition, % at 10 µM; actives 1.2% (n = 330,000)
Target sequence (Q96LD8 whole entry, looked up): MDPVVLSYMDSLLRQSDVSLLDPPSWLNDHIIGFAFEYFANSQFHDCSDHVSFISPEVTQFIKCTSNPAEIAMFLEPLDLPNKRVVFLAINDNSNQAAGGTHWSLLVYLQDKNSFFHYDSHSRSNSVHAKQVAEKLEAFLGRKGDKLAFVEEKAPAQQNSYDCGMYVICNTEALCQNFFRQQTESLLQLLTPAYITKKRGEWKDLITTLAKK
Jurkat NFkB inh: inhibitors of the PMA/ionomycin-induced NF-kB reporter in Jurkat cells; PMA/ionomycin-induced NF-kB luciferase reporter, luminescence; inhibition, % at 4 µM; actives 0.53% (n = 330,000)
CCR6 antag: blocks CCL20-driven beta-arrestin recruitment at human CCR6; inhibition, % at 20 µM; CHO-K1 CCR6 PathHunter beta-arrestin, luminescence, CCL20-stimulated; actives 0.49% (n = 340,000);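 active means compounds whose inhibition of the agonist-driven luminescence signal at 20 µM reaches about 50%, limit read from the data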;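 further: cells stimulated with CCL20 at 14 nM final; plate controls were DMSO with CCL20 for no effect and DMSO without agonist for full effect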
Target sequence (P51684 whole entry, looked up): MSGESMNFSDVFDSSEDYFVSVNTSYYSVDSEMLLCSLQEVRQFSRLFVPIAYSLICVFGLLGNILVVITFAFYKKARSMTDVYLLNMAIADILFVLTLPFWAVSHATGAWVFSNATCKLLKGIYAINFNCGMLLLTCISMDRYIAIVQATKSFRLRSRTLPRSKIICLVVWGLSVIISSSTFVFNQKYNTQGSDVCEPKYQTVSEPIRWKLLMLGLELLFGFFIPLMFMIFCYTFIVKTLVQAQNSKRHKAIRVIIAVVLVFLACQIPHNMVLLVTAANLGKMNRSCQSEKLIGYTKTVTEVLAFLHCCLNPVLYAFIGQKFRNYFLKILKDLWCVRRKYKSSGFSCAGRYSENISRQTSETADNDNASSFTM
Gli-Sufu antag: Gli-Sufu pathway antagonism. inhibition, % at 5 µM. Sufu-KO-LIGHT fibroblasts, Gli luciferase reporter luminescence. actives 0.74% (n = 340,000). AID 588413;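 active means inhibition above about 55%, limit read from the data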;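 further: 0% = DMSO-treated cells and 100% = wells with medium but no cells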
EBI2 block: EBI2 (human) antagonism. P32249. EBI2 beta-arrestin recruitment, luminescence, 7a,25-OHC stimulated. inhibition, % at 5 µM. actives 0.81% (n = 360,000). AID 651636; in the data active means inhibition above about 38%;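 further: enzyme fragment complementation signal reports receptor beta-arrestin coupling in cells; 0% = agonist plus DMSO wells and 100% = wells without agonist; some results beyond the cut were filed as inactive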
Starred values were filed as active, the others as inactive; ? = inconclusive; . = not tested or not shown. Unless noted, no stated cut-off is given here; in the data, active means inhibition above about 50%; inactive means the rest. An excerpt (hit frequency here may not be typical).

(1) CCCNC(=S)Nc1ccc(Cl)cc1Cl
(2) O=C(NC1CCCC1)C(c1cccnc1)N(C(=O)c1csnn1)C1CCCC1 (stereo unspecified)
(3) COc1ccc(/C=N/N=C2/CC(C)(C)Cc3n[nH]c(=O)cc32)cc1
(4) CCc1ccc(CN(C)CC(=O)Nc2ccccc2[N+](=O)[O-])cc1
(5) C/C(=N/NC(=O)OC(C)(C)C)c1ccco1
(6) COc1ccc(NC(=O)C23CC4CC(C2)CC(n2cnc(Br)n2)(C4)C3)cc1OC
(7) Cc1nc(C(=O)NNC(=O)Nc2ccc(Cl)cc2)cs1
(8) CC1CCCN(c2ccc(C(=O)OCC(=O)N3c4ccccc4Sc4ccccc43)cc2[N+](=O)[O-])C1 (stereo unspecified)

entry no.,1,2,3,4,5,6,7,8
Gli-Sufu antag,-8,-2,2,4,-33,5,4,9
Jurkat NFkB inh,-1,3,6,-6,-19,-14,-31,17
697 NFkB inh,-17,9,-1,-61,-35,7,-26,-93
SENP8 block,-5,3,0,-2,-5,-7,-13,8
UBC13 polyUb,10,1,-3,?,0,-8,-2,-20
EBI2 block,-19,-5,5,1,-9,-14,-17,3
CCR6 antag,8,-27,5,21,-4,-11,0,3
Apaf1 inhib,3,-7,3,13,-4,-9,6,4

(9) CCOc1ccc(NC(=O)[C@@H](NC(=O)c2ccco2)C(C)C)cc1
(10) Cc1ccc(Cl)cc1NC(=O)NCc1cccnc1
(11) COc1ccc(/C=C/C(=O)Nc2cccc(S(=O)(=O)NC3=NCCCCC3)c2)cc1OC
(12) CCOC(=O)N1CCN(C(=O)CSc2nc(=O)n3ccccc3n2)CC1
(13) Cc1[nH]c(C)c(S(=O)(=O)N2CCN(c3ccccc3F)CC2)c1C(=O)N1CCCC1
(14) NC(=O)c1ccc(NS(=O)(=O)c2ccccc2F)cc1
(15) COc1ccc(OC)c(Nc2ncnc3c2cnn3-c2ccccc2)c1
(16) COCCNC(=O)c1ccc(C(=O)C(=O)c2ccccc2)cc1

entry no.,9,10,11,12,13,14,15,16
Gli-Sufu antag,2,3,4,-6,-17,-12,-12,-6
Jurkat NFkB inh,-33,-7,-7,-23,5,-1,16,-13
697 NFkB inh,-30,0,3,-23,7,20,-37,-12
SENP8 block,-2,-3,-21,4,1,-10,-9,-11
UBC13 polyUb,-5,-1,-4,-9,-5,-9,-3,-19
EBI2 block,-14,4,2,2,3,-1,14,-6
CCR6 antag,-1,3,8,-2,11,-2,8,3
Apaf1 inhib,12,0,18,8,4,-7,-7,0

(17) COc1ccccc1N1C(=O)Cc2ccccc2C1=O
(18) CN(C)CCNc1oc(/C=C/c2ccccc2)nc1C#N
(19) CC(C)C(=O)Nc1ccc(N2CCN(S(C)(=O)=O)CC2)cc1
(20) CC(=O)N/N=C\c1ccccc1OC/C=C/c1ccccc1
(21) Cn1cc(Br)c(-c2cccc(N3C(=O)CCCC3=O)c2)n1
(22) CC(Oc1ccccc1F)C(=O)NN (stereo unspecified)
(23) Cc1ccc(C(=O)N/C(=C\c2ccc(F)cc2)C(=O)NCc2ccncc2)cc1
(24) CC(C)c1nnc(NC(=O)CCC(=O)N2CCN(C3c4ccccc4-c4ccccc43)CC2)s1

entry no.,17,18,19,20,21,22,23,24
Gli-Sufu antag,-13,-7,-1,-101,4,-4,4,9
Jurkat NFkB inh,-9,-19,3,-78,-5,1,-3,-1
697 NFkB inh,-9,9,-21,-91,-1,6,18,9
SENP8 block,19,-4,0,0,-8,-13,-2,-1
UBC13 polyUb,-5,5,-8,-3,7,-11,0,-1
EBI2 block,-3,-19,-8,-1,-9,-3,-18,2
CCR6 antag,17,-4,-5,-2,10,-5,1,-5
Apaf1 inhib,39,1,4,11,-7,1,4,9

(25) CCOC(=O)/C=C/c1ccc(C(F)(F)F)cc1S(=O)(=O)NC(C)(C)C
(26) O=C(Cn1cnc2c(oc3ccccc32)c1=O)NCc1ccccc1
(27) CCCSc1cc(=O)n(-c2ccccc2)nc1C(=O)O
(28) CCOC(=S)SCC(=O)N1CCc2cc(OC)c(OC)cc2C1C1C(=O)CC(C)(C)CC1=O (stereo unspecified)
(29) NC(=O)c1cc(-c2ccccc2)nc(Oc2ccccc2)n1
(30) Cc1ccc2nc3c(cc2c1)c(NC(=O)C(C)(C)C)nn3CC(C)C
(31) CCC(=O)Nc1ccc(S(=O)(=O)N2CCC(c3nc4ccccc4[nH]3)CC2)cc1
(32) CCc1ccccc1NC(=O)CCOc1ccccc1

entry no.,25,26,27,28,29,30,31,32
Gli-Sufu antag,8,-5,-6,16,-21,12,2,0
Jurkat NFkB inh,-7,-1,1,5,-3,12,-11,9
697 NFkB inh,-10,5,10,21,-12,4,10,8
SENP8 block,-8,-8,-11,1,-3,-5,8,-2
UBC13 polyUb,10,4,-11,-2,6,-7,3,-1
EBI2 block,-5,-6,-9,-3,-2,5,-4,6
CCR6 antag,3,-2,11,8,19,11,11,-1
Apaf1 inhib,20,-7,-12,-15,6,15,-1,1

(33) O=C(NCc1ccccc1Cl)C1CCCO1 (stereo unspecified)
(34) C=CCn1c(CNC(=O)c2ccco2)nnc1SCC(=O)Nc1cccc(F)c1
(35) CCN(CC)CCNC(=O)c1ccc(NC(=O)Cc2ccsc2)cc1
(36) N#CCCCc1cc2cc(F)ccc2cn1
(37) O=C(c1cccc(NS(=O)(=O)c2ccc(F)c(F)c2)c1)N1CCN(Cc2ccccc2)CC1
(38) CCOC(=O)C(C(=O)OCC)C1CS(=O)(=O)CC1C(C(=O)OCC)C(=O)OCC (stereo unspecified)
(39) CC(NC(=O)C(=O)N1CCCCC1)C(c1cccs1)N1CCN(c2ccc(F)cc2)CC1 (stereo unspecified)
(40) c1csc(C(c2nnnn2C2CCCC2)N2CCOCC2)c1 (stereo unspecified)

entry no.,33,34,35,36,37,38,39,40
Gli-Sufu antag,-2,-3,1,-11,14,0,7,9
Jurkat NFkB inh,1,-37,-17,-23,-5,4,12,0
697 NFkB inh,10,16,8,21,-5,13,-5,18
SENP8 block,-4,5,-3,3,2,-5,-2,-2
UBC13 polyUb,2,-6,7,2,-13,5,0,12
EBI2 block,-9,0,-14,-2,-22,8,6,-6
CCR6 antag,-10,-23,5,-6,5,4,19,1
Apaf1 inhib,-11,-4,7,-2,14,-6,-4,-2

(41) COC(=O)COc1ccc(/C=N/NS(=O)(=O)c2ccccc2)cc1
(42) CC1CN(Cc2ccccc2)c2nc3c(c(=O)n(CC(=O)O)c(=O)n3C)n2C1 (stereo unspecified)
(43) Cc1cccn2c(=O)c3cc(C(=O)N4CCN(Cc5ccccc5)CC4)sc3nc12
(44) O=C(NCCCN1CCOCC1)c1c(F)c(F)c(F)c(F)c1F
(45) Cc1cc(C)cc(NC(=O)CCn2c(=S)[nH]c3ccccc3c2=O)c1
(46) O=C(CN1C(=O)CCSc2ccc(S(=O)(=O)N3CCCC3)cc21)NCc1ccccc1Cl
(47) COC(c1ccccc1)c1nnc(CCC(=O)N2CCN(CCOc3ccccc3)CC2)o1 (stereo unspecified)
(48) Cc1cc(N2CCCCC2)nc2ccc(NC(=O)CCC(=O)NCCC(C)C)cc12

entry no.,41,42,43,44,45,46,47,48
Gli-Sufu antag,3,-6,-10,-3,-14,1,1,-37
Jurkat NFkB inh,8,7,16,-2,-4,4,14,-32
697 NFkB inh,19,-9,11,-11,9,-7,-8,-52
SENP8 block,-1,-6,-1,2,9,-4,-7,2
UBC13 polyUb,-7,7,24,-10,0,1,-3,7
EBI2 block,-4,2,5,-10,-3,-2,-6,7
CCR6 antag,5,8,-10,8,18,13,16,5
Apaf1 inhib,5,-16,3,-3,1,-3,4,9

Arranged by SMILES length (smallest number first): 12 of the compounds above
(36) N#CCCCc1cc2cc(F)ccc2cn1
(40) c1csc(C(c2nnnn2C2CCCC2)N2CCOCC2)c1 (stereo unspecified)
(44) O=C(NCCCN1CCOCC1)c1c(F)c(F)c(F)c(F)c1F
(35) CCN(CC)CCNC(=O)c1ccc(NC(=O)Cc2ccsc2)cc1
(41) COC(=O)COc1ccc(/C=N/NS(=O)(=O)c2ccccc2)cc1
(45) Cc1cc(C)cc(NC(=O)CCn2c(=S)[nH]c3ccccc3c2=O)c1
(48) Cc1cc(N2CCCCC2)nc2ccc(NC(=O)CCC(=O)NCCC(C)C)cc12
(47) COC(c1ccccc1)c1nnc(CCC(=O)N2CCN(CCOc3ccccc3)CC2)o1 (stereo unspecified)
(42) CC1CN(Cc2ccccc2)c2nc3c(c(=O)n(CC(=O)O)c(=O)n3C)n2C1 (stereo unspecified)
(38) CCOC(=O)C(C(=O)OCC)C1CS(=O)(=O)CC1C(C(=O)OCC)C(=O)OCC (stereo unspecified)

entry no.,36,40,44,35,41,45,48,47,42,38
Gli-Sufu antag,-11,9,-3,1,3,-14,-37,1,-6,0
Jurkat NFkB inh,-23,0,-2,-17,8,-4,-32,14,7,4
697 NFkB inh,21,18,-11,8,19,9,-52,-8,-9,13
SENP8 block,3,-2,2,-3,-1,9,2,-7,-6,-5
UBC13 polyUb,2,12,-10,7,-7,0,7,-3,7,5
EBI2 block,-2,-6,-10,-14,-4,-3,7,-6,2,8
CCR6 antag,-6,1,8,5,5,18,5,16,8,4
Apaf1 inhib,-2,-2,-3,7,5,1,9,4,-16,-6

(39) CC(NC(=O)C(=O)N1CCCCC1)C(c1cccs1)N1CCN(c2ccc(F)cc2)CC1 (stereo unspecified)
(37) O=C(c1cccc(NS(=O)(=O)c2ccc(F)c(F)c2)c1)N1CCN(Cc2ccccc2)CC1

entry no.,39,37
Gli-Sufu antag,7,14
Jurkat NFkB inh,12,-5
697 NFkB inh,-5,-5
SENP8 block,-2,2
UBC13 polyUb,0,-13
EBI2 block,6,-22
CCR6 antag,19,5
Apaf1 inhib,-4,14

Later entries.
(49) Cc1ccc(C2CCN(C(=S)NC(C)(C)C)C2)cc1 (stereo unspecified)
(50) CC1Cc2ccccc2N1C(=O)C1CCCCN1S(=O)(=O)c1ccccc1 (stereo unspecified)
(51) CCOC(=O)C1CCCN(C(=O)c2cccc(NC(=O)C(CC)CC)c2)C1 (stereo unspecified)
(52) c1csc(-c2nnc(N3CCOCC3)c3ccccc23)c1
(53) CCOc1ccccc1NC(=O)CCCn1cc([N+](=O)[O-])cn1
(54) COc1ccc(CN2C(=O)CS/C2=N/N=C/c2cccs2)cc1
(55) CCC(=O)Nc1nc2ccc(NC(=O)c3cc(OC)c(OC)c(OC)c3)cc2s1
(56) O=c1cc(CN2CCN(Cc3ccc(F)cc3)C(CCO)C2)[nH]c2ccccc12 (stereo unspecified)

entry no.,49,50,51,52,53,54,55,56
Gli-Sufu antag,-24,7,-2,-7,-3,-13,40,23
Jurkat NFkB inh,-37,4,-9,-11,-6,-5,-12,1
697 NFkB inh,-23,-4,-6,-8,17,-46,13,3
SENP8 block,-5,-5,-7,-4,-8,-5,9,-8
UBC13 polyUb,3,-7,-4,4,-18,-8,-13,-1
EBI2 block,19,2,8,-8,1,3,9,3
CCR6 antag,16,5,14,10,7,18,4,1
Apaf1 inhib,-1,17,0,4,3,8,2,-4

(57) CCOC(=O)CN(C)C(=O)C1CCCN1C(=O)OC(C)(C)C (stereo unspecified)
(58) CCC(SC1=NCCS1)C(=O)Nc1ccc(S(N)(=O)=O)cc1 (stereo unspecified)
(59) CCN(CC)c1ccc(NC(=O)c2ccc(Br)o2)cc1
(60) Cc1ccccc1OCCn1cnc2cc([N+](=O)[O-])ccc2c1=O
(61) COc1cc(OC)c(NC(=O)c2csc(C)c2)cc1Cl
(62) CCOc1ccccc1OCCC(=O)N1CCN(S(=O)(=O)c2ccccc2[N+](=O)[O-])CC1
(63) CCN(C(=O)CSc1nnc(-c2ccncc2)n1-c1ccccc1)C1CCS(=O)(=O)C1 (stereo unspecified)
(64) O=C(NCC1CCCO1)c1cc(-c2ccncc2)nc2ccc(S(=O)(=O)N3CCOCC3)cc12 (stereo unspecified)

entry no.,57,58,59,60,61,62,63,64
Gli-Sufu antag,-10,-1,-94,.,1,7,-13,-7
Jurkat NFkB inh,0,-1,-153,6,4,6,-12,6
697 NFkB inh,6,11,-91,8,-6,-14,-2,4
SENP8 block,-4,2,13,1,-11,1,-9,9
UBC13 polyUb,8,7,-7,-3,4,4,-3,-12
EBI2 block,1,-2,6,-1,-2,41,-8,15
CCR6 antag,-13,11,4,-2,5,-6,6,8
Apaf1 inhib,-6,-5,11,13,13,-10,3,3
